DDE Tn6 FP inh: DD(E)-Tn6 binding inhibition, primary FP screen; P02675; Fibrin DD(E) TRITC-Tn6 fluorescence polarization displacement; actives 0.21% (n = 370,000); inhibition, % at 8.3 µM;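 active = inhibition above a per-campaign cutoff: mean of compounds within control limits plus 3 SD, cut at about 15% in these data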;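 note: 0% = median of all compound wells on the plate and 100% = blocking peptide control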
HGIII-sPLA2 inh: Inhibits HGIII-sPLA2 liposome hydrolysis, primary screen. Q9NZ20. QFRET BODIPY PC-A2 liposome hydrolysis, fluorescence. inhibition, % at 12.2 µM. actives 0.56% (n = 370,000). AID 743126;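 active = inhibition above mean plus 3 SD of compounds lying within the high and low control bounds, cut at about 19% in these data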;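 note: 0% = median of test compound wells and 100% = no enzyme DMSO wells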
DDE Tn7 FP inh: disrupts Tn7 cyclic peptide binding to fibrin D-Dimer-E complex; P02675; FP displacement of FITC-Tn7 peptide from fibrin DD(E); 0% = median of compound wells per plate; inhibition, % at 8.3 µM; actives 0.13% (n = 370,000);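 active = inhibition above the mean of compounds falling within the control limits plus 3 SD of them, cut at about 14% in these data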;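 note: 0% = plate median of compound wells and 100% = 10 µM Aha-Tn7 peptide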
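system = human fibrin DD(E) protein | quantity = DD(E) 2 µM final | medium = Tris/NaCl/CaCl2 buffer, pH 7.8 | also added = labelled Tn7 tracer, 0.1 µM | compound dosing = single point at 8.3 µM | timing = compound with protein 10 min, then 3 h after probe, room temperature | signal = FP measurement | benchmarks = Aha-Tn7 high control | repeats = one replicate per compound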
proKLK7 act: activators of human kallikrein-7 zymogen | activation, % at 7 µM | actives 0.9% (n = 370,000) | AID 652039 | P49862 | purified proKLK7, EDANS-DABCYL substrate fluorescence; 100% is mature enzyme control, 0% vehicle;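 active = activation above the mean of all tested compounds plus 3 SD, computed per campaign excluding outliers beyond control limits, cut at about 13% in these data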
PLC-beta3 inh: inhibitors of human phospholipase C beta3; Q01970; Purified PLC-beta3, fluorogenic substrate, fluorescence; inhibition, % at 12.2 µM; actives 0.18% (n = 370,000); AID 720704; in the data active = inhibition above about 11%;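 note: 0% = median of compound wells on plate and 100% = full blocker control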
PLC-gamma1 inh: PLC-gamma1 (human) inhibition, primary screen; P19174; purified PLC-gamma1, fluorogenic substrate, fluorescence; inhibition, % at 12.2 µM; actives 0.84% (n = 370,000); AID 720700; in the data active = inhibition above about 9.5%
ASAP1 GAP inh: blocks human ASAP1-stimulated Arf1 GTP hydrolysis; Q9ULH1; GDP FP detection; inhibition, % at 16.5 µM; actives 0.19% (n = 360,000); in the data active = inhibition above about 25%;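 note: 0% = vehicle with enzyme and substrate and 100% = no enzyme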
ARFGAP1 inhibitor: inhibitors of rat ARFGAP1 | Q62848 | Arfgap1-stimulated ARF1 GTP hydrolysis, GDP FP detection | inhibition, % at 16.5 µM | actives 0.26% (n = 360,000);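 active = inhibition above a per-plate limit, mean inhibition of low control wells plus 3 SD, cut at about 25% in these data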;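 note: 0% = DMSO wells with enzyme and 100% = wells lacking Arfgap1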
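Assay system: purified rat His6-Arfgap1 residues 1-136 (GAP domain); Reagent: human Δ17 ARF1 bound to GTP; Dosing: 16.5 µM single point, 1.26% DMSO; Times: GTP hydrolysis reaction 2 h at 25 °C; Signal: FP, GDP Alexa 633 tracer displaced from anti-GDP antibody, 620/688 nm; Measure: % inhibition from polarization.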
UHRF1 binding: UHRF1 methyl-DNA binding inhibition. inhibition, % at 4.4 µM. UHRF1 binding to methylated oligo, TR-FRET. actives 0.75% (n = 370,000). Q96T88. AID 687016; in the data active = inhibition above about 21%;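 note: UHRF1 SRA domain binding a hemimethylated CpG hairpin DNA probe; 0% = median of test compound wells and 100% = reference inhibitor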
Target sequence (Q96T88 whole entry, looked up, the tested form may be a part): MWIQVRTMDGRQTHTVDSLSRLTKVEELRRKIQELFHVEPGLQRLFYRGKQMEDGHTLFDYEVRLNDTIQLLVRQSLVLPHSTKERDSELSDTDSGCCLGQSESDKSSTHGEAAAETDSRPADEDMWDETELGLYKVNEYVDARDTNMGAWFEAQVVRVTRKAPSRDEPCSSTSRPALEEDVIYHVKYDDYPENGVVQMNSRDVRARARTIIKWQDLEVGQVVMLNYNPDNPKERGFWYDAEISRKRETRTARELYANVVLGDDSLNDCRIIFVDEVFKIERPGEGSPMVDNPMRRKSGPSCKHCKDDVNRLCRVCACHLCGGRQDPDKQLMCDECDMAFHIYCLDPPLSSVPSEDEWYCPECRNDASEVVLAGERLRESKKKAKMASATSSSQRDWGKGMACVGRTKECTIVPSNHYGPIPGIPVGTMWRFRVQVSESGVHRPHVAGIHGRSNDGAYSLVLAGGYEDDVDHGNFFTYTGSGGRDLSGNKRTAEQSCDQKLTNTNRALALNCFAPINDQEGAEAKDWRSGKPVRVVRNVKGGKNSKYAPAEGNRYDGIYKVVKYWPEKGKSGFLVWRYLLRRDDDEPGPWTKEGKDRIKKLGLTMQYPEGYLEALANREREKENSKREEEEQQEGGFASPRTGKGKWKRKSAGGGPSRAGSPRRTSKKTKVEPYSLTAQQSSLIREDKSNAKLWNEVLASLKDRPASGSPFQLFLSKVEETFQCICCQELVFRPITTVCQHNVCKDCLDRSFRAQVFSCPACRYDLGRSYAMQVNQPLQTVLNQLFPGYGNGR
NR1D1 modulator: modulators of human Rev-erb alpha DNA binding; activity, % at 10 µM; actives 0.79% (n = 370,000); P20393; Rev-erbα–FITC-DNA binding, fluorescence polarization, 90 min;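 active = activity above about 14%, limit read from the data; passing the limit was not always enough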;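 note: 0% = DMSO wells with 35 nM protein and 100% = DMSO wells with 750 nM protein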
Active calls of the source: *; · = no result given.

no. | DDE Tn6 FP inh | HGIII-sPLA2 inh | DDE Tn7 FP inh | proKLK7 act | PLC-beta3 inh | PLC-gamma1 inh | ASAP1 GAP inh | ARFGAP1 inhibitor | UHRF1 binding | NR1D1 modulator | structure
1 | 3 | 4 | 5 | 0.1 | -1 | -2 | 1 | 7 | 1 | 1 | CCN1C2=NCCCN2c2cc(C)c(C)cc21
2 | 9 | -14 | 4 | -0.2 | -9 | -11 | 5 | -32 | 0 | -9 | CC(Nc1nc(-c2cccnc2)nc2ccccc12)c1ccccc1 (stereo not drawn)
3 | 9 | 3 | 0 | -0.5 | -1 | -3 | -12 | -2 | 0 | 4 | Cc1cccc2cc(CN(CC3CCCO3)C(=O)c3cccnc3)c3nnnn3c12 (stereo not drawn)
4 | -4 | 2 | 3 | 0.4 | -6 | 1 | -10 | -1 | -1 | 5 | COc1ccccc1C(O)P(=O)(OCC(C)C)c1ccc(N(C)C)cc1 (stereo not drawn)
5 | 7 | 8 | 1 | 0.2 | -9 | 0 | 0 | -9 | 0 | 1 | Cc1ccc(C(=O)NC(=S)N2CCN(C(=O)OC(C)(C)C)CC2)cc1Br
6 | -4 | -1 | 7 | · | 1 | 1 | · | · | 1 | -4 | CC(C)(C)CCNc1nc(-c2ccccn2)nnc1-c1ccccc1
7 | 5 | -9 | 8 | -0.5 | -10 | -12 | 4 | -9 | 0 | 2 | COC(=O)CN1C(c2ccc(OC)cc2)=Nc2ccc(Cl)cc2C1c1ccccc1 (stereo not drawn)
8 | 1 | 0 | -3 | 0.4 | -3 | 2 | -3 | -7 | 9 | 1 | O=S(=O)(NCCNS(=O)(=O)c1ccccc1)c1ccccc1
9 | -7 | 6 | -2 | -0.1 | -6 | 3 | 8 | 1 | 5 | 3 | CCC(=O)Nc1ccc(N/C(N)=N/c2nc(C)cc(C)n2)cc1
10 | -6 | -5 | -6 | 0.4 | 8 | 4 | -2 | -7 | 5 | -6 | CCN(Cc1ccccc1)S(=O)(=O)c1ccc(S(=O)(=O)N2CCN(C)CC2)cc1
11 | -2 | 3 | -6 | -9.5 | -244 | -137 | 3 | 15 | 0 | 4 | COc1ccc(-c2c(C#Cc3ccsc3)c3cc(-c4ccc5[nH]ccc5c4)ccc3n2C)cc1
12 | 5 | 11 | 4 | 0.9 | 0 | -2 | 3 | 3 | 1 | -2 | COC(=O)/C=C1\SC(=NC(=O)c2cccc(Cl)c2)NC1=O
13 | -3 | 6 | 5 | -0.6 | -2 | 1 | -4 | -14 | 0 | 2 | NS(=O)(=O)c1ccc(NC(=S)N2CCCC2)cc1
14 | 2 | 8 | -3 | -0.3 | -8 | -1 | -2 | -6 | 1 | 0 | CC(C)(C)NC(=S)NNC(=O)c1cccc(Br)c1
15 | 0 | -3 | -4 | -5.0 | -10 | -4 | 1 | 12 | 1 | -3 | O=C1NC(c2ccccc2OC(F)F)Oc2ccccc21 (stereo not drawn)
16 | 0 | 5 | 1 | -0.3 | 10 | 3 | -5 | 19 | 3 | 2 | CC(=O)Nc1ccc(NS(=O)(=O)Cc2ccccc2)cc1
17 | 3 | -18 | -7 | 0.3 | 2 | 0 | 8 | 0 | -2 | -5 | O=C(Nc1ccc(OCC(=O)N2CCC(Cc3ccccc3)CC2)cc1)c1ccco1
18 | 1 | 0 | 3 | -0.2 | 0 | -3 | -1 | 8 | 1 | -6 | Cc1ccnc(NS(=O)(=O)c2ccc(NC(=O)CN3C(=O)CCC3=O)cc2)n1
19 | 8 | -7 | -2 | 0.9 | 0 | -1 | 5 | 6 | 2 | 1 | CN(Cc1nc(Cc2ccccc2F)no1)CC1(N2CCOCC2)CCCCC1
20 | 1 | 4 | -3 | 0.1 | -8 | -1 | -4 | 2 | 1 | -10 | O=C(COc1ccc(Cl)cc1Br)OCC(=O)c1ccc[nH]1
21 | -6 | -15 | -3 | 0.1 | -1 | 3 | -3 | 3 | -2 | 4 | COc1ccc(S(=O)(=O)N2CCN(CC(=O)Nc3cccc(F)c3)CC2)cc1
22 | -1 | -20 | 1 | 0.5 | -68 | -54 | -3 | 3 | 2 | 3 | O=C(Nc1nc2ccc(Cl)cc2s1)c1ccco1
23 | 1 | 1 | -5 | -0.5 | -3 | 3 | 9 | 4 | -1 | 3 | CCn1c(CC(=O)Nc2ccccc2F)nnc1SCC(=O)Nc1nncs1

Arranged by number of heavy atoms (rising): 3 of the compounds above.
no. | DDE Tn6 FP inh | HGIII-sPLA2 inh | DDE Tn7 FP inh | proKLK7 act | PLC-beta3 inh | PLC-gamma1 inh | ASAP1 GAP inh | ARFGAP1 inhibitor | UHRF1 binding | NR1D1 modulator | structure
13 | -3 | 6 | 5 | -0.6 | -2 | 1 | -4 | -14 | 0 | 2 | NS(=O)(=O)c1ccc(NC(=S)N2CCCC2)cc1
15 | 0 | -3 | -4 | -5.0 | -10 | -4 | 1 | 12 | 1 | -3 | O=C1NC(c2ccccc2OC(F)F)Oc2ccccc21 (stereo not drawn)
19 | 8 | -7 | -2 | 0.9 | 0 | -1 | 5 | 6 | 2 | 1 | CN(Cc1nc(Cc2ccccc2F)no1)CC1(N2CCOCC2)CCCCC1

Compound profiles (already shown). Values in the order: DDE Tn6 FP inh, HGIII-sPLA2 inh, DDE Tn7 FP inh, proKLK7 act, PLC-beta3 inh, PLC-gamma1 inh, ASAP1 GAP inh, ARFGAP1 inhibitor, UHRF1 binding, NR1D1 modulator
`COC(=O)CN1C(c2ccc(OC)cc2)=Nc2ccc(Cl)cc2C1c1ccccc1` (stereo not drawn) in the list: 5, -9, 8, -0.5, -10, -12, 4, -9, 0, 2
`O=C(Nc1ccc(OCC(=O)N2CCC(Cc3ccccc3)CC2)cc1)c1ccco1` in the list: 3, -18, -7, 0.3, 2, 0, 8, 0, -2, -5

High-throughput results deposited in PubChem by several laboratories.
